Bioassay records as filed in PubChem BioAssay.
NSD2 block – inhibitors of human NSD2, primary screen, biochemical, plate reader, single point | Histone-lysine N-methyltransferase NSD2 (Homo sapiens), O96028 | NSD2-SET H3K36me1 DELFIA fluorescence | inhibition, % at 12.5 µM | actives 0.07% (n = 44,000); in the data active means inhibition above about 54%, passing the limit was not always enough;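 further: inhibitors reduce the monomethyl H3K36 fluorescence signal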
Target sequence (O96028 whole entry, looked up): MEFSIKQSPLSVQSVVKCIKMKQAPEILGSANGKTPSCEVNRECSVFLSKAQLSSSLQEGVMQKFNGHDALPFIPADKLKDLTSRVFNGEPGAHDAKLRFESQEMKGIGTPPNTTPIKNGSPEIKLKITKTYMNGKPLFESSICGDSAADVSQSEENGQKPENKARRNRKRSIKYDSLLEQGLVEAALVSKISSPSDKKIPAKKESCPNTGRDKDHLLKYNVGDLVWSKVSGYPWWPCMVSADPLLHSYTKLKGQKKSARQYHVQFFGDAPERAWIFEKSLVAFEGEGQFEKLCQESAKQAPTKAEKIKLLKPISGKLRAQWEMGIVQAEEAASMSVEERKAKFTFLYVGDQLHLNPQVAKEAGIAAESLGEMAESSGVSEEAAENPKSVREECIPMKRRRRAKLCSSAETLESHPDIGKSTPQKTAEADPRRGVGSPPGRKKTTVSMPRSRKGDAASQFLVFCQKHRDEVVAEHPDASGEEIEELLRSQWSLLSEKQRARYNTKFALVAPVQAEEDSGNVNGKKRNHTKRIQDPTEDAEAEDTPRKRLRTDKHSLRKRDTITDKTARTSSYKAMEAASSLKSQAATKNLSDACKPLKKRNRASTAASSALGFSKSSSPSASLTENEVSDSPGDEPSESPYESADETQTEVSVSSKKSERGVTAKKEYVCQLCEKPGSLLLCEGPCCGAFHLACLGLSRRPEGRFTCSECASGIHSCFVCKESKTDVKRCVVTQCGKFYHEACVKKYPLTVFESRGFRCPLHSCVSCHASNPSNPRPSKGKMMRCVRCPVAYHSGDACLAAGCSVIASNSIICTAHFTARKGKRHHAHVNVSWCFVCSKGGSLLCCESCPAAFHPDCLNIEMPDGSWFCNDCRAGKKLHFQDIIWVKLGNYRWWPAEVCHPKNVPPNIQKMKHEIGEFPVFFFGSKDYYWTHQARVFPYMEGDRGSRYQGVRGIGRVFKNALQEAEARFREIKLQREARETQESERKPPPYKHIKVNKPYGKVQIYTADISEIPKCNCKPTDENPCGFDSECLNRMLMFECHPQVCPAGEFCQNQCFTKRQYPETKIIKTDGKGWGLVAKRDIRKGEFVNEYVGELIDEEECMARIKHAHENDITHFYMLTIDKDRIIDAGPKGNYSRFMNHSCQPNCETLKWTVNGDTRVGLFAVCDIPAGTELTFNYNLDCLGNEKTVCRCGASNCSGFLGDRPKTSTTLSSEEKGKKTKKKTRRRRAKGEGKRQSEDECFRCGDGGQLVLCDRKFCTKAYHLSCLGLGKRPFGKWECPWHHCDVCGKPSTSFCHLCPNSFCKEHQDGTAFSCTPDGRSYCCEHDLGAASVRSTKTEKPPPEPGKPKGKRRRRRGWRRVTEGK
* = called active by the depositor.

cpd	smiles	NSD2 block
1	C[C@@H]1CN([C@@H](C)CO)S(=O)(=O)c2ccc(C#CC3CCCC3)cc2O[C@@H]1CN(C)C(=O)c1cccc(F)c1	-8.7
2	Cc1noc(C)c1NC(=O)Nc1cccc2c1O[C@H](CN(C)C(=O)Nc1ccc(F)cc1)[C@@H](C)CN([C@H](C)CO)C2=O	4.5
3	C[C@@H]1CN([C@@H](C)CO)C(=O)CCCn2nncc2CO[C@H]1CN(C)S(=O)(=O)c1ccc(-c2ccccc2)cc1	-2.9
4	Cc1noc(C)c1NC(=O)Nc1ccc2c(c1)C(=O)N([C@@H](C)CO)C[C@H](C)[C@@H](CN(C)C(=O)Nc1ccc(F)cc1)O2	12.5
5	COc1ccc(S(=O)(=O)N(C)C[C@H]2Oc3ccc(NC(=O)Nc4c(C)noc4C)cc3CC(=O)N([C@@H](C)CO)C[C@@H]2C)cc1	1.8
6	Cc1ccc(S(=O)(=O)N(C)C[C@@H]2Oc3ccc(NS(=O)(=O)c4cccs4)cc3C(=O)N([C@@H](C)CO)C[C@@H]2C)cc1	3.4
7	OCC1OC(Oc2cc(O)cc(/C=C/c3ccccc3)c2)C(O)C(O)C1O (stereo not given)	38.9
8	O=C(CCCCCCC(=O)Nc1ccccc1O)N/N=C/c1cccnc1Br	-5.1
9	C[C@H]1CN([C@@H](C)CO)C(=O)c2cc(NC(=O)NC3CCCCC3)ccc2O[C@H]1CN(C)Cc1ccncc1	1.5
10	C[C@H]1CN([C@@H](C)CO)C(=O)c2cc(NC(=O)Cn3cnnn3)ccc2O[C@H]1CN(C)Cc1ccc(C(=O)O)cc1	-0.7
11	C[C@H](CO)N1C[C@H](C)[C@H](CN(C)C(=O)Nc2ccc3c(c2)OCO3)Oc2c(NC(=O)NC3CCCCC3)cccc2C1=O	6.0
12	CC(C)NC(=O)Nc1ccc2c(c1)C(=O)N([C@H](C)CO)C[C@H](C)[C@@H](CN(C)C(=O)NC(C)C)OCCCC[C@@H](C)O2	3.6
13	C[C@H](CO)N1C[C@H](C)[C@@H](CN(C)C(=O)Nc2cccc3ccccc23)Oc2ccc(NC(=O)Nc3ccc4c(c3)OCO4)cc2C1=O	-4.5
14	C[C@H]1CN([C@@H](C)CO)C(=O)c2cc(NS(=O)(=O)c3ccc(Cl)cc3)ccc2O[C@H]1CN(C)Cc1ccc(Cl)c(Cl)c1	-1.8
15	COc1ccccc1S(=O)(=O)N[C@@H]1CC[C@@H](CC(=O)N2CCCCC2)O[C@H]1CO	-23.4
16	C[C@@H]1CN([C@H](C)CO)C(=O)CCCn2cc(nn2)CO[C@@H]1CN(C)C(=O)Nc1cccc(Oc2ccccn2)c1	12.2
17	Cc1ccc(S(=O)(=O)N(C)C[C@H]2OCCCC[C@H](C)Oc3ccc(NC(=O)CCCN(C)C)cc3C(=O)N([C@@H](C)CO)C[C@H]2C)cc1	4.0
18	COc1cccc(C#Cc2cnc3c(c2)C(=O)N([C@H](C)CO)C[C@@H](C)[C@@H](CN(C)C(C)=O)O3)c1	-2.2
19	C[C@@H]1CN([C@@H](C)CO)S(=O)(=O)c2ccc(C3=CCCCC3)cc2O[C@H]1CN(C)Cc1ccncc1	-1.2
20	C[C@@H]1CN([C@H](C)CO)C(=O)c2cccc(NS(=O)(=O)c3ccc(Cl)cc3)c2O[C@@H]1CN(C)C(=O)Nc1ccc2c(c1)OCO2	-1.6
21	C[C@H](CO)N1C[C@H](C)[C@@H](CN(C)C(=O)Nc2ccccc2)Oc2ccc(NC(=O)NC3CCCCC3)cc2C1=O	1.1
22	COC(=O)CCCCCCC(=O)N/N=C/c1cccc(B(O)O)c1	9.0
23	Cc1noc(C)c1S(=O)(=O)N(C)C[C@H]1Oc2ccc(NS(=O)(=O)c3ccc(F)cc3)cc2C(=O)N([C@H](C)CO)C[C@H]1C	14.8
24	COc1ccc(NC(=O)N(C)C[C@H]2Oc3ccc(NC(=O)C4CC4)cc3CC(=O)N([C@@H](C)CO)C[C@@H]2C)cc1	5.4
25	C[C@H]1CN([C@@H](C)CO)C(=O)c2cc(NC(=O)c3ccncc3)ccc2O[C@H]1CN(C)C(=O)Nc1cccc2ccccc12	3.3
26	C[C@H]1CN([C@@H](C)CO)C(=O)Cc2cc(NC(=O)NC3CCCCC3)ccc2O[C@@H]1CN(C)Cc1ccc2c(c1)OCO2	-1.6
27	Cc1noc(C)c1S(=O)(=O)Nc1ccc2c(c1)CC(=O)N([C@@H](C)CO)C[C@@H](C)[C@@H](CN(C)Cc1ccc(C(=O)O)cc1)O2	-1.9
28	COCCOC(=O)N1C(=O)[C@@]2(c3ccccc31)[C@H](C(=O)Nc1nc3ccccc3s1)[C@H]1C(=O)O[C@H](c3ccccc3)[C@H](c3ccccc3)N1[C@@H]2c1ccc(OCCO)cc1	-5.0
29	C[C@@H]1CCCCO[C@H](CN(C)S(=O)(=O)c2cccs2)[C@@H](C)CN([C@@H](C)CO)C(=O)c2cc(NC(=O)CCC(F)(F)F)ccc2O1	-2.4
30	C[C@@H]1CN([C@H](C)CO)C(=O)c2cccc(NS(=O)(=O)c3ccc(Cl)cc3)c2O[C@H]1CN(C)C(=O)Nc1ccc(C(F)(F)F)cc1	-2.7
31	COc1ccc(S(=O)(=O)Nc2ccc3c(c2)C(=O)N([C@@H](C)CO)C[C@H](C)[C@@H](CN(C)C(=O)Nc2ccc(C(F)(F)F)cc2)O3)cc1	-6.9
32	C[C@H]1CN([C@@H](C)CO)C(=O)c2cc(NC(=O)NC3CCCCC3)ccc2O[C@@H]1CN(C)S(=O)(=O)c1ccc(F)cc1	-1.0
33	C[C@H]1CN([C@@H](C)CO)S(=O)(=O)c2ccc(-c3ccc(F)cc3)cc2O[C@H]1CN(C)CC1CC1	-0.7
34	CC(C)NC(=O)N(C)C[C@@H]1Oc2cc(C#Cc3ccccn3)ccc2S(=O)(=O)N([C@H](C)CO)C[C@@H]1C	4.0
35	C[C@@H]1CN([C@@H](C)CO)C(=O)Cc2cc(NC(=O)c3ccncc3)ccc2O[C@H]1CN(C)C(=O)Nc1cccc2ccccc12	2.5
36	C[C@@H]1CN([C@H](C)CO)C(=O)c2cc(C#CC3(O)CCCC3)cnc2O[C@H]1CN(C)C	4.8

Five compounds drawn at random from those above:
cpd	smiles	NSD2 block
25	C[C@H]1CN([C@@H](C)CO)C(=O)c2cc(NC(=O)c3ccncc3)ccc2O[C@H]1CN(C)C(=O)Nc1cccc2ccccc12	3.3
31	COc1ccc(S(=O)(=O)Nc2ccc3c(c2)C(=O)N([C@@H](C)CO)C[C@H](C)[C@@H](CN(C)C(=O)Nc2ccc(C(F)(F)F)cc2)O3)cc1	-6.9
28	COCCOC(=O)N1C(=O)[C@@]2(c3ccccc31)[C@H](C(=O)Nc1nc3ccccc3s1)[C@H]1C(=O)O[C@H](c3ccccc3)[C@H](c3ccccc3)N1[C@@H]2c1ccc(OCCO)cc1	-5.0
33	C[C@H]1CN([C@@H](C)CO)S(=O)(=O)c2ccc(-c3ccc(F)cc3)cc2O[C@H]1CN(C)CC1CC1	-0.7
34	CC(C)NC(=O)N(C)C[C@@H]1Oc2cc(C#Cc3ccccn3)ccc2S(=O)(=O)N([C@H](C)CO)C[C@@H]1C	4.0

Later entries
cpd	smiles	NSD2 block
37	COc1ccccc1-c1cnc2c(c1)C(=O)N([C@@H](C)CO)C[C@@H](C)[C@@H](CN(C)Cc1cccnc1)O2	3.5
38	CC(=O)N(C)C[C@@H]1Oc2cc(-c3ccc(C)cc3)ccc2S(=O)(=O)N([C@H](C)CO)C[C@H]1C	4.0
39	C[C@H](CO)N1C[C@H](C)[C@@H](CN(C)Cc2ccc(C(=O)Nc3ccccc3N)cc2)Oc2c(NC(=O)C3CCOCC3)cccc2C1=O	-9.3
40	C[C@@H]1CN([C@@H](C)CO)C(=O)c2cccc(NC(=O)C3CC3)c2O[C@H]1CN(C)C(=O)NC1CCCCC1	-1.4
41	C[C@@H]1CN([C@H](C)CO)S(=O)(=O)c2ccc(-c3ccc(F)cc3)cc2O[C@@H]1CN(C)C(=O)Nc1ccc(F)cc1	6.6
42	CC(C)NC(=O)Nc1ccc2c(c1)C(=O)N([C@@H](C)CO)C[C@@H](C)[C@@H](CN(C)C(=O)c1ccccc1)OCCCC[C@H](C)O2	2.7
43	Cc1noc(C)c1S(=O)(=O)Nc1ccc2c(c1)CC(=O)N([C@@H](C)CO)C[C@@H](C)[C@@H](CN(C)S(=O)(=O)c1ccc(F)cc1)O2	0.7
44	C[C@H]1CN([C@@H](C)CO)C(=O)CCCn2nncc2CO[C@@H]1CN(C)Cc1cccc(C(=O)O)c1	6.3
45	Cc1ccc(S(=O)(=O)Nc2ccc3c(c2)C(=O)N([C@@H](C)CO)C[C@H](C)[C@@H](CN(C)CC2CCCCC2)O3)cc1	-3.1
46	CNC[C@@H]1OCCCC[C@H](C)Oc2ccc(NS(=O)(=O)c3cn(C)cn3)cc2C(=O)N([C@H](C)CO)C[C@@H]1C	-0.6
47	C[C@@H]1CN([C@@H](C)CO)C(=O)c2cc(C#CCc3ccccc3)cnc2O[C@@H]1CN(C)C(=O)C1CCOCC1	1.0
48	C[C@@H]1CN([C@@H](C)CO)C(=O)Cc2cc(NC(=O)NC3CCCCC3)ccc2O[C@@H]1CN(C)C(=O)Nc1cccc2ccccc12	1.0
49	COc1cc2c(cc1O)C1(O)Cc3ccc4c(c3C1N(C)CC2)OCO4 (stereo not given)	0.1
50	Cc1noc(C)c1S(=O)(=O)Nc1ccc2c(c1)C(=O)N([C@H](C)CO)C[C@@H](C)[C@@H](CN(C)Cc1ccc(Cl)c(Cl)c1)O2	-7.7
51	COc1ccc(NC(=O)Nc2ccc3c(c2)C(=O)N([C@@H](C)CO)C[C@@H](C)[C@@H](CN(C)Cc2ccc4c(c2)OCO4)O3)cc1	6.2
52	Cc1noc(C)c1NC(=O)Nc1ccc2c(c1)C(=O)N([C@@H](C)CO)C[C@H](C)[C@@H](CN(C)Cc1ccccc1)OCCCC[C@@H](C)O2	10.2
53	C[C@@H]1CCCCO[C@H](CN(C)C(=O)Nc2ccccc2)[C@@H](C)CN([C@H](C)CO)C(=O)c2cc(NC(=O)C3CCCCC3)ccc2O1	31.8
54	C[C@H]1CN([C@@H](C)CO)C(=O)c2cc(NC(=O)c3ccncc3)ccc2O[C@H]1CN(C)C(=O)Nc1ccccc1	-2.8
55	CC1OC(=O)CC2C(C(=O)O)=CC3(O)CC(C)(C)CC123 (stereo not given)	-3.0
56	C[C@@H]1CN([C@@H](C)CO)S(=O)(=O)c2ccc(C#CC3CC3)cc2O[C@@H]1CN(C)Cc1ccncc1	-0.7
57	C[C@@H]1CCCCO[C@H](CN(C)Cc2ccccc2)[C@H](C)CN([C@@H](C)CO)C(=O)c2cc(NS(=O)(=O)c3ccc(Cl)cc3)ccc2O1	5.3
58	C[C@@H]1CN([C@H](C)CO)C(=O)c2cc(NC(=O)Nc3cccc4ccccc34)ccc2O[C@@H]1CN(C)Cc1ccncc1	-5.5
59	Nc1cc2c3ccccc3ccc2c2ccccc12	-1.2
60	COc1ccc(S(=O)(=O)Nc2cccc3c2O[C@H](CN(C)S(=O)(=O)c2ccc(C)cc2)[C@H](C)CN([C@@H](C)CO)C3=O)cc1	9.7
61	C[C@@H]1CN([C@@H](C)CO)C(=O)CCCn2cc(nn2)CO[C@H]1CN(C)Cc1cccc2c1OCCCO2	2.5
62	Cc1cc(=O)n(-c2ccccc2)n1C	-0.7
63	COc1ccc(CN(C)C[C@H]2Oc3ccc(NC(=O)C4CC4)cc3C(=O)N([C@H](C)CO)C[C@H]2C)cc1	-5.1
64	Cc1noc(C)c1NC(=O)N(C)C[C@H]1Oc2ccc(NS(=O)(=O)c3ccc(Cl)cc3)cc2C(=O)N([C@H](C)CO)C[C@@H]1C	2.4
65	C[C@@H]1CCCCO[C@H](CN(C)S(=O)(=O)c2cccs2)[C@H](C)CN([C@@H](C)CO)C(=O)c2cc(NC(=O)C3CCCCC3)ccc2O1	-2.1
66	Cc1ccc(CCNc2ccccc2)cn1	-2.6
67	C[C@H](CO)N1C[C@H](C)[C@H](CN(C)C(=O)Nc2ccccc2C(F)(F)F)OCc2ccccc2-c2ccccc2C1=O	-5.3
68	Cc1noc(C)c1NC(=O)Nc1cccc2c1O[C@@H](CN(C)S(=O)(=O)c1cccs1)[C@@H](C)CN([C@@H](C)CO)C2=O	33.3
69	COc1cccc(-c2cc(=O)c3cc(OC)ccc3o2)c1	6.3
70	C[C@H]1CN([C@@H](C)CO)C(=O)c2cc(-c3cccc(F)c3)cnc2O[C@H]1CN(C)Cc1cncnc1	2.3
71	C[C@@H]1CN([C@H](C)CO)C(=O)c2cc(NC(=O)c3ccncc3)ccc2O[C@@H](C)CCCCO[C@@H]1CN(C)Cc1ccc2c(c1)OCO2	4.0
72	C[C@H](CO)N1C[C@H](C)[C@@H](CN(C)C(=O)c2ccccc2)Oc2cc(C#C[C@@H](C)O)ccc2S1(=O)=O	4.2
73	C[C@H]1CN([C@@H](C)CO)C(=O)c2cc(NS(=O)(=O)c3ccccc3)ccc2O[C@@H]1CN(C)Cc1ccccc1	-11.3
74	CS(=O)(=O)Nc1ccc2c(c1)[C@@H]1C[C@H](CC(=O)NCc3ccccc3F)O[C@H](CO)[C@@H]1O2	0.0
75	COc1ccc(NC(=O)Nc2ccc3c(c2)CC(=O)N([C@@H](C)CO)C[C@@H](C)[C@@H](CN(C)Cc2ccc(Cl)c(Cl)c2)O3)cc1	-2.8
76	Cc1noc(C)c1S(=O)(=O)Nc1ccc2c(c1)CC(=O)N([C@H](C)CO)C[C@@H](C)[C@@H](CN(C)S(=O)(=O)c1c(C)noc1C)O2	0.7
77	COc1ccc(S(=O)(=O)Nc2ccc3c(c2)C(=O)N([C@@H](C)CO)C[C@@H](C)[C@@H](CN(C)C(=O)CCC(F)(F)F)OCCCC[C@H](C)O3)cc1	-4.5
78	C[C@@H]1CN([C@H](C)CO)C(=O)c2cc(NC(=O)CCC(F)(F)F)ccc2O[C@@H](C)CCCCO[C@@H]1CN(C)Cc1ccc(Cl)c(Cl)c1	0.2

This is a subset. The share of hits here may be higher or lower than overall.
